Screening data deposited in PubChem BioAssay by National Center for Advancing Translational Sciences (NCATS).
RGS4 inh: Inhibitors of Regulator of G Protein Signaling (RGS) 4: qHTS; Potency, µM (highest dose often 114 µM), inactives show at the top dose activity change, negative = inhibition, hits mostly inhibitors; Regulator of G-protein signaling 4 (Homo sapiens), P49798; 390,000 tested, 0.039% active; Transcreener GDP fluorescence polarization, RGS4-accelerated GTP hydrolysis; note: potency is the fitted concentration of half-maximal effect; % is set by controls: 0 for no effect and ±100 for the full control effect; nearly all actives have a fitted effect of over 75% in size; some results filed as inactive show a strong effect at the top dose
Target sequence (P49798 whole entry, looked up): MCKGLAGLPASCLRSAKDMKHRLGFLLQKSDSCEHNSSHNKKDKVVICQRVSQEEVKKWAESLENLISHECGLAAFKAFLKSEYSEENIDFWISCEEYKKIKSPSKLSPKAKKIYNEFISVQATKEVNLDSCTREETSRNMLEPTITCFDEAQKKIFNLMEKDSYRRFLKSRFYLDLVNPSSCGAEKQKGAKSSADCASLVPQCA
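MLSMR compounds (23 nl, pin-transferred) preincubated 10 min at room temperature with a 500nM (2x) first reagent, then RGS4 at 900nM (2x) plus Transcreener GDP mix added; fluorescence polarization (620/688 nm) read before and after 90 min at 30 °C.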
TrxR1 inh: qHTS Assay for Inhibitors of Mammalian Selenoprotein Thioredoxin Reductase 1 (TrxR1): qHTS | recombinant rTrxR1, NADPH fluorescence consumption, selenite substrate | Potency, µM (titrated, usually from 114 µM), for the others: top-dose activity change, negative = inhibition, usual class: inhibitors | 390,000 tested, 1% active | AID 588453, 2011; note: potency is the fitted concentration of half-maximal effect; % is set by controls: 0 for no effect and ±100 for the full control effect; nearly all actives have a fitted effect of over 65% in size
Target sequence (O89049 whole entry, looked up): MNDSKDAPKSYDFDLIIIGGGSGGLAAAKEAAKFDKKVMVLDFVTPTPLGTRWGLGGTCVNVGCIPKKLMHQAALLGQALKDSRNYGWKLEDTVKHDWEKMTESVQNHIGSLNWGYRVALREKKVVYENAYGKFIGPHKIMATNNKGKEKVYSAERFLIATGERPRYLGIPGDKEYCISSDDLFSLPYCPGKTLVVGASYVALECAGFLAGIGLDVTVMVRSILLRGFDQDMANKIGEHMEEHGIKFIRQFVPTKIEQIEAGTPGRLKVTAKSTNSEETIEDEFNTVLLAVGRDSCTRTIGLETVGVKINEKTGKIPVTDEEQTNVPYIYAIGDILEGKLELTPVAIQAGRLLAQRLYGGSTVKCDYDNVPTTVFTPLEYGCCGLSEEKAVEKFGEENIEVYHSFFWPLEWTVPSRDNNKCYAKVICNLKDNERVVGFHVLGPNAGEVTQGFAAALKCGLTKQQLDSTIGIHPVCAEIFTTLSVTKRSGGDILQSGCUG
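Rat TrxR1 (90 nM in the dispensed reagent) was pre-reduced with 400 uM NADPH for 5 min at room temperature, then incubated with compound for 15 min. After 400 uM selenite was added, NADPH fluorescence (Ex 340/Em 450 nm) was followed for 8 min.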
LDHA inh: qHTS assay for inhibitors of human lactate dehydrogenase | activity change, % (values are at about 110 or 230 µM) | L-lactate dehydrogenase A chain (Homo sapiens), P00338 | AID 1347041, 2019 | 480,000 tested, 0.15% active | purified LDHA, NADH/diaphorase-resazurin fluorescence; active compounds read low; in the data active = activity change below about -30%; inconclusive = mostly about -25% to -30%;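 note: plate controls were DMSO wells for no effect and wells without enzyme for full effect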
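Resorufin fluorescence (ex540/em590), read at 0 and 20 min after diaphorase/resazurin addition, reports the NADH left after a 5 min room-temperature reaction of 2 nM human LDH5 with 0.06 mM NADH and 0.2 mM pyruvate.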
TrxR1 substrate: qHTS Assay for Substrates of Mammalian Selenoprotein Thioredoxin Reductase 1 (TrxR1): qHTS. 390,000 tested, 0.01% active. purified TrxR1 substrate turnover, NADPH consumption readout. Potency, µM (highest dose often 114 µM), for the others: top-dose activity change, negative = substrate turnover; note: potency is the fitted concentration of half-maximal effect; % is set by controls: 0 for no effect and ±100 for the full control effect; nearly all actives have a fitted effect of over 50% in size
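Rat TrxR1, dispensed at 90 nM, was prereduced with 400 uM NADPH (final) for 5 min at ~22 deg C, then incubated with compound 15 min before 400 uM selenite. A first-read NADPH fluorescence drop versus no-compound background flagged substrates.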
Glioma ERSR ind: qHTS for Inducers of the Endoplasmic Reticulum Stress Response (ERSR) in Human Glioma: qHTS; U87-MG GRP78 promoter luciferase reporter, 16 h; Potency, µM, for the others: at the highest dose activation, usual class: activators; 420,000 tested, 0.02% active; AID 602332, 2012; note: potency is the fitted concentration of half-maximal effect; series mostly up to about 76 µM; % of control where 0% means no effect; nearly all actives have a fitted effect of over 35% in size
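ERSR induction read as luciferase luminescence (Bright-Glo, 10 min at room temperature) in stably transfected human U87-MG glioma cells exposed to compounds for 16 h, using GRP78 as sensor.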
* marks the source's active call; other numbers are inactive results; ? = inconclusive; / = no result given; [ ] = remark or other dose. Unless noted, calls come from the whole dose curve; as a rule, active = well fitted curve in the direction sought with a large enough effect; inconclusive = small, poorly fitted or top-dose-only effect, or another doubt; inactive = no such curve, though single readings can be large; an effect the other way counts as inactive or inconclusive.

SMILES	RGS4 inh	TrxR1 inh	LDHA inh	TrxR1 substrate	Glioma ERSR ind
COc1ccc(-c2nc3ccccc3o2)cc1NC(=O)c1ccc2c(c1)OCO2	/	/	7.5	/	/
Cc1ccc(C(=O)Oc2cccc(Cl)c2)cc1	/	/	1.8	/	/
COc1ccc(Cl)cc1NC(=O)Cn1c(C)cc(=O)n2nc(-c3cccs3)nc12	/	/	-14.5	/	/
Cc1cccc(C2CCCN2C(=O)c2cc(C(C)C)on2)c1 (centres undefined)	/	/	0.7	/	/
O=C(Cc1coc2cc3c(cc12)CCC3)OCCOc1ccccc1	/	/	10.0	/	/
Cc1ccc(NC(=O)c2ncoc2-c2cccc(Cl)c2)cc1F	/	/	-3.6	/	/
CCCc1cc(=O)n2[nH]c(NC(=O)C(C)C)nc2n1	/	/	-6.1	/	/
Cc1ccc(C(C)NC(=O)Cn2cnc(C#N)n2)cc1C (centres undefined)	/	/	-4.1	/	/
S=C(N/N=C/c1ccccc1Br)Nc1ccccc1	/	/	-4.3	/	/
CC(C)NC(=O)NCc1ccc(C(=O)NC(C)c2ccc(Cl)cc2)cc1 (centres undefined)	/	/	11.6	/	/

A different layout for some results above.
Cc1cccc(C2CCCN2C(=O)c2cc(C(C)C)on2)c1 (centres undefined)
  RGS4 inh: / | TrxR1 inh: / | LDHA inh: 0.7 | TrxR1 substrate: / | Glioma ERSR ind: /
Cc1ccc(C(C)NC(=O)Cn2cnc(C#N)n2)cc1C (centres undefined)
  RGS4 inh: / | TrxR1 inh: / | LDHA inh: -4.1 | TrxR1 substrate: / | Glioma ERSR ind: /

Further records.
SMILES	RGS4 inh	TrxR1 inh	LDHA inh	TrxR1 substrate	Glioma ERSR ind
CC(C)Cc1nnc(NC(=O)Cn2ccc3ccc(F)cc32)s1	/	/	-12.6	/	/
Cc1ccc(NS(=O)(=O)c2ccc(N/N=C3/CCSC3)c([N+](=O)[O-])c2)c(C)c1	/	/	-3.4	/	/
CC(C)C(=O)Nc1sc2c(c1-c1nc3ccccc3s1)CCN(C(C)C)C2	/	/	13.1	/	/
Cc1ccc(NCc2ccccc2CO)c(C)c1	/	/	8.0	/	/
O=C(NCCCCCCNC(=O)C1CC1)C1CC1	/	/	9.6	/	/
O=C1NC[C@H](CCCCN2C[C@H](Cc3ccc(O)cc3)N(CCC3CCCCC3)C(=O)C2=O)N(CCC2CCCCC2)C1=O	/	/	0.3	/	/
CCc1ccc2c(Cl)c(C(=O)NC(C)c3ccncc3)sc2c1 (centres undefined)	/	/	-4.1	/	/
Cc1cc(C)c2c(=O)cc(C(=O)NCc3ccc4c(c3)OCO4)oc2c1	/	/	6.0	/	/
Cc1cccc(NC(=S)NN)c1	/	/	-4.8	/	/
CSCCC(c1nc2ccccc2[nH]1)n1c(-c2cc(C(F)(F)F)cc(C(F)(F)F)c2)nc2ccccc21 (centres undefined)	/	/	4.4	/	/
O=C(/C=C/c1ccc(C(F)(F)F)cc1)Nc1cccc([S+](=O)([O-])Nc2ccccc2F)c1	/	/	-2.6	/	/
CCn1nnc2cc(C(=O)Nc3nc(-c4ccc(C)c(C)c4)cs3)ccc21	/	/	-11.4	/	/
CCS(=O)(=O)N1CCC(NC(=O)c2ccccc2C(=O)c2ccc(C)cc2)CC1	/	/	2.7	/	/
CCNC(=O)NC(=O)COC(=O)c1cc(C)nc2ccccc12	/	/	4.9	/	/
Cc1ccc(NCC(O)Cn2c3ccccc3n3c(=O)cc(C)c(C#N)c23)cc1 (centres undefined)	/	/	-10.2	/	/
COc1ccc(S(=O)(=O)c2cc3ccc(OC)cc3oc2=O)cc1	/	/	0.7	/	/
CC(C)OC(=O)COc1ccc2cc(-c3ccc(Cl)cc3)c(=O)oc2c1	/	/	0.3	/	/
O=C(COc1ccc([N+](=O)[O-])cc1)Nc1ccc2oc(-c3ccccc3Br)nc2c1	/	/	-1.1	/	/
N#CCN(CC#N)C(=O)Cc1cccs1	/	/	-11.0	/	/
Cc1occc1C(=O)NC(C)c1cccc(Cl)c1 (centres undefined)	/	/	1.7	/	/
CC(C#N)(NC(=O)CSc1ccccn1)C1CC1 (centres undefined)	/	/	3.5	/	/
Cc1oc(-c2cccs2)nc1CC(=O)Nc1ccccc1N1CCCC1	/	/	5.2	/	/
C#CCN1CCC(C(=O)NCC(c2ccccc2)c2ccccc2)CC1	/	/	8.5	/	/
CCOc1ccc(C(=O)Nc2nc(C)cs2)cc1OC	/	/	2.2	/	/
CC1(C)CC(Cc2ccccc2C(F)(F)F)N(C(=O)OC(C)(C)C)C1 (centres undefined)	/	/	4.6	/	/
Cc1ccc(-c2nn(C)c(=O)c3ccccc23)cc1S(=O)(=O)NCCCO	/	/	0.3	/	/
Cc1ccc(-n2nnnc2SC(C(=O)N2CCCCC2)c2ccccc2)c(C)c1 (centres undefined)	/	/	-5.4	/	/
CCOc1ccc(-c2cc(-c3nc(-c4ccc(OCC)cc4)no3)[nH]n2)cc1	/	/	1.3	/	/
Nc1nc(N)c2c(OCC3CCN(Cc4ccccc4F)CC3)cccc2n1	/	/	1.2	/	/
CCOC(=O)C(NC(=O)c1cc(OC)cc(OC)c1)C(=O)OCC	/	/	-0.2	/	/
COc1ccc2[nH]c(=O)c(COC(=O)c3ccccc3F)cc2c1	/	/	4.3	/	/
COC(=O)Cn1c(=O)c2c(nc(-n3nc(C)cc3C)n2Cc2ccc(C)cc2)n(C)c1=O	/	/	7.6	/	/
O=C(c1cc2cc(Br)ccc2oc1=O)N1CCN(S(=O)(=O)c2ccccc2)CC1	/	/	-8.6	/	/
CC(C)N(CCNC(=O)c1n[nH]c(=O)c2ccccc12)C(C)C	/	/	-0.2	/	/
Cc1ccc(S(=O)(=O)N(CC(=O)NCC(C)C)Cc2c(F)cccc2Cl)cc1	/	/	-2.8	/	/
CCOc1ccc(C(=O)N2CCN(c3nc4sc5c(c4c(=O)n3C)CCCC5)CC2)cc1	/	/	1.0	/	/
CCOC(=O)C(CNC(=O)c1nccnc1N)Cc1ccccc1 (centres undefined)	/	/	13.3	/	/
CCOC(=O)C(C)Oc1ccc2c(C)c(Cc3ccccc3)c(=O)oc2c1 (centres undefined)	/	/	1.4	/	/
CCc1ccc(CNC(=O)c2ccc(CN3C(=O)CCn4nccc43)cc2)cc1	/	/	0.8	/	/
O=C1C2=C(Nc3ccccc3SC2c2ccccc2)c2ccccc21 (centres undefined)	/	/	21.8	/	/
COc1ccc(Br)cc1/C=N/OC(C)=O	/	/	10.1	/	/
O=C(CCS(=O)(=O)c1ccc2c(c1)CCN2C(=O)C1CC1)NC1CCCCCC1	/	/	-0.8	/	/
CSc1ccc(-c2noc(C3CCCN(S(=O)(=O)c4cccs4)C3)n2)cc1 (centres undefined)	/	/	6.6	/	/
O=C(NCc1ccc(N2CCCC2)nc1)c1ccc(O)c(Cl)c1	/	/	-2.4	/	/
COc1ccc(-c2ccc(=O)n(C3CCc4ccccc4NC3=O)n2)c(F)c1 (centres undefined)	/	/	-15.5	/	/
COc1cc(/C=C(\C#N)c2nc3ccccc3o2)cc(OC)c1OC	/	/	0.9	/	/
CCCc1sc(C(=O)N2CCCCC2C)cc1Br (centres undefined)	/	/	2.1	/	/
CCCn1nc(C(=O)Nc2nc3ccccc3s2)c2ccccc2c1=O	/	/	-0.1	/	/
CN1CCOc2ccc(S(=O)(=O)N3CCN(S(=O)(=O)c4c(F)cccc4F)CC3)cc21	/	/	-0.6	/	/
O=C(O)CCc1ccc(S(=O)(=O)Nc2cccc(S(=O)(=O)N3CCCCC3)c2)cc1	/	/	11.5	/	/

The list continues.
SMILES	RGS4 inh	TrxR1 inh	LDHA inh	TrxR1 substrate	Glioma ERSR ind
c1nc(NCCCN2CCCCC2)c2cc(-c3ccc4c(c3)OCO4)ccc2n1	/	/	0.3	/	/
O=C(COc1ncnc2c(Cl)cc(Cl)cc12)Nc1cc(F)ccc1F	/	/	-1.1	/	/
C=CCNC(=O)CN1CCN(c2nc(-c3ccccc3)nc3ccccc23)CC1	/	/	-3.1	/	/
O=C(NCC(c1ccccc1)N1CCCC1)c1nn(-c2ccccc2)c(=O)c2ccccc12 (centres undefined)	/	/	8.6	/	/
CSCCc1nc(SCC(=O)Nc2ccc(C)cc2)[nH]c1C	/	/	-9.3	/	/
COc1cc(C(=O)Oc2ccc3c(=O)c(Oc4cccc(C)c4)coc3c2)cc(OC)c1OC	/	/	2.0	/	/
CCc1nc(CNCc2cccc(NC(=O)c3ccc(F)cc3)c2)cs1	/	/	-4.4	/	/
CC(C)(C)OC(=O)Cc1nnc(-c2nc3ccccc3[nH]2)o1	/	/	-5.4	/	/
CCOc1ccc(CN(C)c2nn3c(=O)cc(C)nc3s2)cc1	/	/	-12.6	/	/
COc1ccc(Nc2nc(N3CCN(Cc4ccccc4)CC3)nc3nccnc23)cc1	/	/	3.9	/	/
NC(=O)CCS(=O)(=O)CCN1CCCC1c1cccc(Cl)c1 (centres undefined)	/	/	-15.5	/	/
COC(=O)c1ccc(/C=C/c2cccc(C#N)c2)nc1	/	/	-15.0	/	/
Cc1cccc(C(=O)Nc2cc3c(cc2SCc2ccco2)n(C)c(=O)n3C)c1	/	/	20.4	/	/
COc1ccc(-c2cc(Nc3ccccc3)nc(C)n2)cc1	/	/	11.8	/	/
CC(=O)N1CCN(C(C(=O)Nc2c(C)cccc2C)c2ccccc2OC(F)(F)F)CC1 (centres undefined)	/	/	-1.9	/	/
Cc1cccc(COc2ccccc2C(=O)O)c1	/	/	0.4	/	/
CCCCCCCC(=O)NNC(=O)c1ccc2ccccc2n1	/	/	-0.7	/	/
COCCCNC(=S)Nc1ccccc1C(C)(C)C	/	/	-1.3	/	/
COc1cccc(C(=O)Nc2ccc3c(c2)OC[C@H](C)N(C(=O)C2CCCC2)C[C@@H](C)[C@@H](OC)CN(C)C3=O)c1	/	/	4.1	/	/
CCONC(=O)c1cc2cc(OC)cc(OC)c2[nH]1	/	/	-0.1	/	/
O=C(O)Cn1cc(C(C(=O)O)N2CCN(Cc3cccc(Cl)c3)CC2)c2ccc(F)cc21 (centres undefined)	/	/	-4.3	/	/
Cc1nc2ccc(C(=O)NCc3ccccc3)cc2nc1C	/	/	21.7	/	/
CCCC(=O)NCCc1cccc(F)c1	/	/	-5.1	/	/
Cc1oc(-c2ccccc2)nc1CC(=O)Nc1ccc2ccccc2c1	/	/	7.5	/	/
Nn1c(SCc2ncc(-c3ccccc3)o2)nnc1-c1ccc(F)cc1	/	/	12.2	/	/
COc1cc(NC(=O)CCN2CCN(c3ccccc3)CC2)cc(OC)c1	-4.1%	11.1%	/	6.2%	/
C[N+](C)(C)CCC(=O)c1cccc2ccccc12	?	?	/	/	-9.0%
C[C@]12CCC(=O)C=C1CC[C@@H]1C2[C@@H](O)C[C@@]2(C)[C@H]1CC[C@]2(O)C(=O)CO (some centres undefined)	-43.9%[56.9 µM]	3.9%	/	/	-3.9%
Cc1cnc(C(=O)O)cn1	/	/	1.3	/	-4.7%
O=S(c1cc(Cl)cc(Cl)c1O)c1cc(Cl)cc(Cl)c1O	/	/	?	/	?
CC(C)(O)c1ccccc1CC[C@H](SCC1(CC(=O)O)CC1)c1cccc(/C=C/c2ccc3ccc(Cl)cc3n2)c1	/	/	3.3	/	-1.1%
CCOC(=O)C(=Cc1ccccc1)C(=O)OCC	/	/	-9.6	/	-11.9%

Only part of the results is shown; count on the stated rates, not on these rows.
